# Assay outcomes as filed in PubChem BioAssay.
# ADAM17 inh: ADAM17 inhibition, QFRET primary screen; P78536; recombinant ADAM17, EDANS/DABCYL FRET peptide cleavage; inhibition, % at 6.95 µM; 0.83% of 370,000 active; AID 720648;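 active means inhibition above the mean of compounds lying between control limits plus 3 SD, set per campaign, cut at about 8.5% in these data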;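 further: 0% = DMSO-only wells as the low control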
# ASAP1 GAP inh: ASAP1 ArfGAP inhibition; AID 624377; ASAP1-stimulated ARF1 GTP hydrolysis, GDP FP detection; inhibition, % at 16.5 µM; Q9ULH1; 0.19% of 360,000 active; in the data active means inhibition above about 25%;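 further: 0% = vehicle with enzyme and substrate and 100% = no enzyme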
# ADAM10 inh: inhibitors of human ADAM10. O14672. recombinant ADAM10, EDANS/DABCYL FRET peptide cleavage, 3 h. inhibition, % at 7 µM. 0.62% of 370,000 active. AID 720582;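 active means inhibition above a per-campaign cutoff equal to the mean of compounds falling between control-based bounds plus 3 SD, cut at about 20% in these data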;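 further: 0% = DMSO wells while the 100% control is not disclosed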
# Tn7 DDE FP: inhibitors of Tn7 peptide binding to human fibrin DD(E); P02675; FP displacement of FITC-Tn7 peptide from fibrin DD(E); 0% = median of compound wells per plate; inhibition, % at 8.3 µM; 0.13% of 370,000 active; AID 720508;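 active means inhibition above the mean of compounds falling within the control limits plus 3 SD of them, cut at about 14% in these data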;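 further: 0% = plate median of compound wells and 100% = 10 µM Aha-Tn7 peptide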
#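 Test system: human clot-derived fibrin DD(E) complex / Quantity: 2 µM final DD(E) protein / Incubation: 10 min plus 3 h, room temperature / Measured by: fluorescence polarization / Benchmarks: high control of 10 µM Aha-Tn7 peptide / Replicates: singlicate testing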
# ARFGAP1 inhibitor: rat ARFGAP1 inhibition; Q62848; Arfgap1-stimulated ARF1 GTP hydrolysis, GDP FP detection; inhibition, % at 16.5 µM; 0.26% of 360,000 active;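 active means inhibition above a per-plate limit, mean inhibition of low control wells plus 3 SD, cut at about 25% in these data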;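 further: 0% = DMSO wells with enzyme and 100% = wells lacking Arfgap1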
#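 Assay system: purified rat His6-Arfgap1 residues 1-136 (GAP domain); Reagent: human Δ17 ARF1 bound to GTP; Dosing: 16.5 µM single point, 1.26% DMSO; Times: GTP hydrolysis reaction 2 h at 25 °C; Signal: FP, GDP Alexa 633 tracer displaced from anti-GDP antibody, 620/688 nm; Measure: % inhibition from polarization.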
# SIAE primary: inhibitors of human sialic acid acetylesterase SIAE; Q9HAT2; SIAE FP-Rh probe binding, fluorescence polarization; inhibition, % at 9.66 µM; 0.69% of 370,000 active;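 active means inhibition above a cutoff: mean of compounds within the control limits plus 3 SD of those, cut at about 17% in these data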;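 further: 0% = plate median of compound wells and 100% = probe without SIAE protein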
# DDE Tn6 FP inh: inhibitors of Tn6 peptide binding to human fibrin DD(E) | P02675 | Fibrin DD(E) TRITC-Tn6 fluorescence polarization displacement | inhibition, % at 8.3 µM | 0.21% of 370,000 active | AID 720509;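 active means inhibition above a per-campaign cutoff: mean of compounds within control limits plus 3 SD, cut at about 15% in these data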;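 further: 0% = median of all compound wells on the plate and 100% = blocking peptide control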
# PLCb3 inh: blocks human PLC-beta3 enzyme activity; Q01970; Purified PLC-beta3, fluorogenic substrate, fluorescence; inhibition, % at 12.2 µM; 0.18% of 370,000 active; AID 720704; in the data active means inhibition above about 11%;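 further: 0% = median of compound wells on plate and 100% = full blocker control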
# TDP2 inh: TDP2 (human) inhibition, absorbance primary screen; recombinant TDP2, T5PNP hydrolysis, p-nitrophenol absorbance 415 nm; inhibition, % at 12.8 µM; 0.34% of 370,000 active; AID 720702;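 active means inhibition above the mean of all tested compounds plus 3 SD, set per campaign, cut at about 25% in these data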;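 further: 0% = DMSO with enzyme and 100% = buffer with substrate but no TDP2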
#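 System – recombinant human TDP2 · Quantity – TDP2 enzyme at 120 nM final · Doses – single concentration, 12.8 µM nominal, with 1% DMSO · Incubation – 2 h at 37 °C · Measured by – epi absorbance of p-nitrophenol freed from T5PNP by hydrolysis · Read-out – % inhibition relative to enzyme-containing and enzyme-free wells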
# PLC-gamma1 inh: PLC-gamma1 (human) inhibition, primary screen. P19174. purified PLC-gamma1, fluorogenic substrate, fluorescence. inhibition, % at 12.2 µM. 0.84% of 370,000 active. AID 720700; in the data active means inhibition above about 9.5%
# Target sequence (P19174 whole entry, looked up): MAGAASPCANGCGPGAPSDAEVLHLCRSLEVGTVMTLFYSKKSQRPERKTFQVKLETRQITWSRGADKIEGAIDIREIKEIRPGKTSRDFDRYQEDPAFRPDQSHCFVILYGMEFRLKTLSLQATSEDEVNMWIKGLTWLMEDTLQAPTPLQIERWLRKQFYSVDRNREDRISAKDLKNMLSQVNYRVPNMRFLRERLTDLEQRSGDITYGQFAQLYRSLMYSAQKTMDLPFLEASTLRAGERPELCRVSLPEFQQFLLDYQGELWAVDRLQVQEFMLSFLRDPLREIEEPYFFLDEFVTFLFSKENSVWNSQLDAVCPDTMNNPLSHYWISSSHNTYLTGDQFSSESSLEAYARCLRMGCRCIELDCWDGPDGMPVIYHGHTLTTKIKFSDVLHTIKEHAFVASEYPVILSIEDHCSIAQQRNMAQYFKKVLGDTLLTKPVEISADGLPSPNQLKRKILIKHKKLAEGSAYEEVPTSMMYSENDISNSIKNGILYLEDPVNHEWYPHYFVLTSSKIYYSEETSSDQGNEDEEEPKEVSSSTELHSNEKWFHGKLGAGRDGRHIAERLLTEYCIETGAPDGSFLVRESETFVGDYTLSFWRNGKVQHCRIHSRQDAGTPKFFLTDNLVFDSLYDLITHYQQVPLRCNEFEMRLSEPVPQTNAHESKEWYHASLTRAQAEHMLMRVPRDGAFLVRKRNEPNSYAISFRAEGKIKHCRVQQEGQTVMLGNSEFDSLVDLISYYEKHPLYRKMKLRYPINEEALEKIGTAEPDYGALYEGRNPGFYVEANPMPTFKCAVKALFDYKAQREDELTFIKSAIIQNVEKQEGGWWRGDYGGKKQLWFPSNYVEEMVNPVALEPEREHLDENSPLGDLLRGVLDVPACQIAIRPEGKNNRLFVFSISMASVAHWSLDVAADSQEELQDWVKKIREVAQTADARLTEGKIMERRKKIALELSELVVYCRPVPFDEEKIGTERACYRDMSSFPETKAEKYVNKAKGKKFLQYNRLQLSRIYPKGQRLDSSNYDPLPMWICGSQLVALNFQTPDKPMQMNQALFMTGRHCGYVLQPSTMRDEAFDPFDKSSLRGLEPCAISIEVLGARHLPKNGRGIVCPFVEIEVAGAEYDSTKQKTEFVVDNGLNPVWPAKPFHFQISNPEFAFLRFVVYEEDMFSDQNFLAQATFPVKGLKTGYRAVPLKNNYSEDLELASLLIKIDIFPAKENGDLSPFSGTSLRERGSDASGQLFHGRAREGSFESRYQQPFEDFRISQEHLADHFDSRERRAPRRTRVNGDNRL
# Starred values were filed as active, the others as inactive; i = inactive; / = no result given.
# Start of the data: the first two compounds (preview)
SMILES,ADAM17 inh,ASAP1 GAP inh,ADAM10 inh,Tn7 DDE FP,ARFGAP1 inhibitor,SIAE primary,DDE Tn6 FP inh,PLCb3 inh,TDP2 inh,PLC-gamma1 inh
COC(=O)[C@H](CC(C)C)N(Cc1cn(Cc2ccc(C)cc2)nn1)S(=O)(=O)c1ccccc1Br,5,/,11,-7,/,-7,1,0,2,1
COc1ccc(-c2csc(/C(C#N)=C\c3ccc(OC)c([N+](=O)[O-])c3)n2)cc1,1,5,-1,-6,-1,0,2,-9,5,-8

# Results (from the top)
SMILES,ADAM17 inh,ASAP1 GAP inh,ADAM10 inh,Tn7 DDE FP,ARFGAP1 inhibitor,SIAE primary,DDE Tn6 FP inh,PLCb3 inh,TDP2 inh,PLC-gamma1 inh
COC(=O)[C@H](CC(C)C)N(Cc1cn(Cc2ccc(C)cc2)nn1)S(=O)(=O)c1ccccc1Br,5,/,11,-7,/,-7,1,0,2,1
COc1ccc(-c2csc(/C(C#N)=C\c3ccc(OC)c([N+](=O)[O-])c3)n2)cc1,1,5,-1,-6,-1,0,2,-9,5,-8
Cc1cccc(C(=O)NNC(=O)c2ccccc2-n2cccc2)c1,-1,13,2,-5,3,6,3,0,9,-2
COc1ccccc1NCCC(=O)OCC(=O)NC1CCCCC1,3,5,10,-5,1,1,-4,6,1,1
CCOC(=O)c1c(N)sn(-c2ccccc2)c1=S,-1,-10,3,-2,-3,10,5,4,5,1
CN(C)S(=O)(=O)c1cccc(NC(=S)NN=C(Cc2ccccc2)Cc2ccccc2)c1,-1,3,3,1,-11,-3,2,-5,-5,-1
O=C(Cn1c(=O)c(=O)n(Cc2ccccc2)c2ccc(Cl)cc21)NCC1CCCO1 (stereo not drawn),-3,5,-22,-9,6,-3,1,-8,-6,-5
O=C(O)c1ccc2c(c1)C(=O)N(c1cccc(S(=O)(=O)Nc3cccc(C(F)(F)F)c3)c1)C2=O,-4,-8,1,5,10,-4,-5,-4,-3,-1
Cc1c(C)c2c(OCC(=O)N3CCC(O)CC3)cc3c(c2oc1=O)CCC(C)(C)O3,i,-11,i,0,5,2,10,i,11,i
C#CCOCCOCCOCCNc1nc(N2CCN(C(=O)Cn3cc(CCO)nn3)CC2)nc(N2CCN(C(=O)Cn3cc(CCCN=C(N)N)nn3)CC2)n1,1,6,-5,8,9,6,3,0,4,0

# Part of the list above, reformatted.
CN(C)S(=O)(=O)c1cccc(NC(=S)NN=C(Cc2ccccc2)Cc2ccccc2)c1
  ADAM17 inh: -1; ASAP1 GAP inh: 3; ADAM10 inh: 3; Tn7 DDE FP: 1; ARFGAP1 inhibitor: -11; SIAE primary: -3; DDE Tn6 FP inh: 2; PLCb3 inh: -5; TDP2 inh: -5; PLC-gamma1 inh: -1
O=C(Cn1c(=O)c(=O)n(Cc2ccccc2)c2ccc(Cl)cc21)NCC1CCCO1 (stereo not drawn)
  ADAM17 inh: -3; ASAP1 GAP inh: 5; ADAM10 inh: -22; Tn7 DDE FP: -9; ARFGAP1 inhibitor: 6; SIAE primary: -3; DDE Tn6 FP inh: 1; PLCb3 inh: -8; TDP2 inh: -6; PLC-gamma1 inh: -5

# New compounds follow
SMILES,ADAM17 inh,ASAP1 GAP inh,ADAM10 inh,Tn7 DDE FP,ARFGAP1 inhibitor,SIAE primary,DDE Tn6 FP inh,PLCb3 inh,TDP2 inh,PLC-gamma1 inh
CSc1ccc(SC2CN(Cc3ccc(C)cc3)S(=O)(=O)C2)cc1 (stereo not drawn),7,15,0,-3,9,-1,4,-2,-3,2
Cc1cccc(-c2c3c(=O)n(C)c(=O)n(C)c3cn2-c2ccccc2O)c1,-9,-5,-17,3,-15,3,3,-13,-8,-8
Cc1cc2c(=O)cc(-c3ccccc3)oc2c(C(=O)O)c1C,-117,0,-376,3,12,4,0,-157,1,-122
COc1cc(OC)cc(C(=O)NCCCN2CCOCC2)c1,-1,4,8,-4,-10,4,4,-1,7,2
O=C1/C(=C/c2cccnc2)SC(=S)N1C1CCS(=O)(=O)C1 (stereo not drawn),1,10,-3,-5,-3,2,-6,-2,4,-4
COC(=O)c1cc(C(=O)NCCC(C)C)cc([N+](=O)[O-])c1,0,1,9,-3,-3,5,-4,5,-17,5
O=C(CCn1c(=S)[nH]c2cc3c(cc2c1=O)OCO3)N1CCc2ccccc2C1,1,10,6,-1,1,9,8,1,0,3
CNCCC(=O)N1c2ccccc2CCc2ccc(NC(=O)OC)cc21,-2,1,-9,4,-2,0,5,-9,1,-2
CCC(CC)NC(=O)COC(=O)c1cc(Br)ccc1Cl,-3,6,-9,-11,7,2,5,-1,3,1
COc1ccc(C(CNC(=S)NCc2ccccc2)N2CCCC2)cc1 (stereo not drawn),-5,4,-7,0,3,5,-2,-6,9,2
Cc1onc(-c2c(F)cccc2Cl)c1C(=O)c1ccc(F)cc1,1,1,2,1,1,1,1,-3,-15,-1
CCn1c(SCCC#N)nnc1-c1ccncc1,-3,2,-3,-9,-4,-1,-4,3,-1,1
CCCCN1CC(O)=C(c2nc(-c3ccc(Br)cc3)cs2)C1=N,-3,3,4,1,-15,2,2,-5,12,1
COc1cc(/C=C/C(=O)Nc2nnc(CC(C)C)s2)cc(OC)c1OC,-19,14,-61,6,-1,3,3,-123,1,-121
COc1cccc(NC(=O)Nc2nnc(Cc3ccc(F)cc3)s2)c1,-7,5,-12,-3,-1,1,-6,-7,-8,-2
CCC(C(=O)Nc1c(C)cc(C)cc1C)N1CCCCCC1 (stereo not drawn),2,10,4,-7,-4,0,-4,-3,5,1
COc1ccc(CCN2C(=O)CSC2c2ccc(OC)c(OC)c2)cc1OC (stereo not drawn),-2,-10,-7,-1,-9,0,-2,0,4,-1
C=C1CCN([C@@H](CC(C)C)C(=O)Nc2nc3ccc(Cl)cc3s2)S(=O)(=O)c2ccccc21,0,9,-2,-9,-3,-28,-14,4,-7,3
N#Cc1sc2nc3c(c(-c4cccnc4)c2c1N)CCC3,-5,10,-3,-1,-1,2,-14,-245,-7,-203
CCC(=O)Nc1ccc(/C(C)=N\NC(=O)c2ccc(OC)cc2)cc1,1,1,2,-1,-22,3,-5,-1,8,1
O=c1cc(CO)oc(C(Nc2ccccn2)c2ccccc2F)c1O (stereo not drawn),6,10,-13,-3,6,8,-3,-4,-6,-6
Cc1ccc(C(=O)Oc2ccccc2C(=O)N2CCOCC2)cc1,-3,16,-3,0,2,-5,10,1,-6,1
CCOC(=O)c1c(C)oc2ccc(NS(=O)(=O)c3ccc4c5c(cccc35)C(=O)N4)cc12,-5,5,-11,3,8,-54,-3,-70,-6,-47
C/C(=N\Nc1ccc(Cl)c(C(=O)O)c1)c1cc2ccccc2o1,-2,-7,-10,4,4,-6,-1,-12,-5,-8
C=CC[C@H](CC(=O)N(CCO)Cc1ccccc1)C(=O)NC[C@H](OC(=O)[C@@H](CC=C)Cc1ccc(F)cc1)c1ccccc1,-3,2,0,8,9,1,0,0,-3,4
O=C(Nc1nc2ccccc2n1CCN1CCCC1)C1CCCCC1,-4,-7,6,-2,-6,4,1,6,9,3
O=C(C/C=N/OCc1ccc(F)cc1Cl)c1cnc(-c2ccccc2)s1,-5,-4,0,-4,6,-12,-8,-19,2,-8
CCOc1ccc2[nH]c(=O)c(CN(CCO)C(=O)c3ccc(Br)cc3)cc2c1,-67,10,-183,-1,6,-1,-6,-34,5,-28
Cc1cc(C)n(-c2nnc(C)n2/N=C/c2ccccc2F)n1,2,-19,4,-7,1,-1,3,6,-11,3
COc1cc(CCCN2C(=S)NC[C@@H]2c2ccccc2)cc(OC)c1OC,6,10,4,-7,-14,-2,3,4,-13,8

# 2 entries picked at random from those above:
SMILES,ADAM17 inh,ASAP1 GAP inh,ADAM10 inh,Tn7 DDE FP,ARFGAP1 inhibitor,SIAE primary,DDE Tn6 FP inh,PLCb3 inh,TDP2 inh,PLC-gamma1 inh
O=C(Nc1nc2ccccc2n1CCN1CCCC1)C1CCCCC1,-4,-7,6,-2,-6,4,1,6,9,3
O=c1cc(CO)oc(C(Nc2ccccn2)c2ccccc2F)c1O (stereo not drawn),6,10,-13,-3,6,8,-3,-4,-6,-6

# (further entries)
SMILES,ADAM17 inh,ASAP1 GAP inh,ADAM10 inh,Tn7 DDE FP,ARFGAP1 inhibitor,SIAE primary,DDE Tn6 FP inh,PLCb3 inh,TDP2 inh,PLC-gamma1 inh
CC(C)C[C@H]1COc2cc(F)ccc2S(=O)(=O)N1C,-2,/,-1,8,/,1,4,-1,7,-2
O=C(CC1C(=O)NCCN1Cc1ccc(F)cc1)NCCCn1cccn1 (stereo not drawn),-6,-12,-18,11,-1,-1,-4,-3,4,-6
C[C@H]1CN([C@@H](C)CO)C(=O)CCCn2cc(nn2)CO[C@@H]1CN(C)S(=O)(=O)c1ccc(Oc2ccccc2)nc1,4,5,-4,4,7,-1,7,6,-7,5
COc1ccc(Cl)cc1S(=O)(=O)N1CCC(C(=O)NCCc2ccccc2)CC1,0,2,6,-6,-2,-4,0,-2,11,3
Cc1csc(NC(=O)CSc2nnc(-c3ccncc3)o2)n1,-1,1,8,2,-6,-1,17*,-4,-9,-3
COCCCNc1ncnc2c1sc1nc(-c3ccco3)c3c(c12)CC(C)(C)OC3,-137,3,-326,6,3,-11,18*,-333,-8,-235
COc1ccccc1NS(=O)(=O)c1cc(NC(=O)c2cccnc2)ccc1N1CCCCC1,5,3,-2,-4,1,-79,-10,-2,-7,-1
CC(C)Nc1nc(NC(C)C)nc(N(C)C#N)n1,0,5,1,0,10,0,3,0,3,5
Cc1c(OCc2ccccc2)cccc1OCc1ccccc1,-2,-3,0,-2,4,-2,9,-1,0,-3
CC1CCc2c(sc(NC(=O)Cn3nc(C(F)(F)F)c4c3CCCCC4)c2C#N)C1 (stereo not drawn),-4,-1,-3,2,-6,4,17*,1,9,-1
Cc1ccc(OCCN2CCN(C(=O)CCC(=O)Nc3nnc(CC(C)C)s3)CC2)cc1,-1,2,-8,1,-12,-1,-2,-10,-14,2
CCOC(=O)N1CCN(C(=O)c2ccc3c(c2)ncn3C2CCCC2)CC1,-5,4,-1,12,-4,-2,-5,-2,-14,-2

# With a hit mark in DDE Tn6 FP inh (from the list above):
SMILES,ADAM17 inh,ASAP1 GAP inh,ADAM10 inh,Tn7 DDE FP,ARFGAP1 inhibitor,SIAE primary,DDE Tn6 FP inh,PLCb3 inh,TDP2 inh,PLC-gamma1 inh
Cc1csc(NC(=O)CSc2nnc(-c3ccncc3)o2)n1,-1,1,8,2,-6,-1,17*,-4,-9,-3
COCCCNc1ncnc2c1sc1nc(-c3ccco3)c3c(c12)CC(C)(C)OC3,-137,3,-326,6,3,-11,18*,-333,-8,-235
CC1CCc2c(sc(NC(=O)Cn3nc(C(F)(F)F)c4c3CCCCC4)c2C#N)C1 (stereo not drawn),-4,-1,-3,2,-6,4,17*,1,9,-1
